# Assay outcomes (PubChem BioAssay)
# Rac1 GTP hydrolysis: MgcRacGAP GTPase-activating activity inhibitors, confirmation, biochemical, ADP Hunter fluorescence | MgcRacGAP-stimulated Rac1 GTP hydrolysis, ADP Hunter fluorescence; higher % means a stronger effect; GST-tagged Rac1 F28L mutant substrate | inhibition, % at 30 µM; hits with a dose series show IC50 in µM | hit rate 0.6% among 340,000;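 active means first-screen hits whose inhibition reached a set limit at any dose in the follow-up dose series; inconclusive means inhibition above the set first-screen limit but never retested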;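 further: fluorescence reports GDP produced by GAP-driven GTP hydrolysis; strong numbers were not always called active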
# GPR55 activation: selective activators of receptor GPR55 – imaging, U2OS cells, beta-arrestin-GFP redistribution, primary screen (AID 1961); U2OS GPR55 beta-arrestin-GFP redistribution imaging; higher % means a stronger effect; one-dose activation, % at 10 µM; EC50 in µM for titrated hits; hit rate 0.048% among 290,000;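 active means activation above 40% with more than 50 cells counted in the well; inconclusive means wells holding fewer than 50 cells, flagged as toxic or sparse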;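 further: U2OS osteosarcoma cells stably expressing GPR55 and beta-arrestin-GFP; plate controls were DMSO negative control for no effect and LPI positive control for full effect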
# GPR35 arrestin U2OS: GPR35 antagonists blocking zaprinast-driven arrestin recruitment, primary screen, imaging, U2OS, beta-arrestin-GFP, zaprinast agonist (AID 2058); U2OS GPR35 beta-arrestin-GFP translocation imaging, zaprinast antagonism; higher % means a stronger effect; inhibition, % at 10 µM, or IC50 in µM where a hit was titrated; hit rate 0.052% among 290,000;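 active means inhibition of at least 50% with at least 30 cells and total cytoplasm GFP at most 10,000,000; inconclusive means under 30 cells or total GFP of 10,000,000 plus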
# Large T inhibition: TAg ATPase/helicase activity blockers – biochemical (AID 1903). SV40 large T antigen ATPase/helicase inhibition assay; higher % means a stronger effect. hit rate 0.39% among 310,000. inhibition, % at 20 µM, or IC50 in µM where a hit was titrated; in the data active means a potency from the dose series; inconclusive means inhibition mostly from about 32% at the one dose, without a potency; inactive means the rest, 99 in 100 with inhibition below about 32%; further: strong numbers were not always called active
# GPR55 antagonists: inhibition of LPI-stimulated GPR55 beta-arrestin translocation – imaging, U2OS, beta-arrestin-GFP, LPI agonist, primary screen (AID 2013); U2OS GPR55 beta-arrestin-GFP translocation imaging, LPI antagonism; higher % means a stronger effect; hit rate 0.13% among 290,000; inhibition, % at 10 µM, or IC50 in µM where a hit was titrated;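 active means spots per cell inhibited over 60%, with over 100 cells counted and total cytoplasm intensity under 500,000; inconclusive means wells with under 100 cells, flagged as likely toxic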;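 further: U2OS cells stably carrying GPR55 and arrestin-GFP stimulated by 5 µM LPI near EC80; imaged beta-arrestin-GFP aggregate spots per cell after agonist stimulation; plate controls were LPI-stimulated DMSO wells for no effect and DMSO wells without LPI for full effect; some results filed as inactive read as strong as hits; confirmed hits need IC50 under 10 µM and bright autofluorescent wells are also inconclusive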
# AID2073: inhibitors of Mint1-CaV2.2 protein interaction, biochemical, HTRF (AID 2073); HTRF protein-protein interaction, Mint1-CaV2.2; higher % means a stronger effect; one-dose inhibition, % at 20 µM; IC50 in µM for titrated hits; hit rate 0.19% among 290,000; in the data active means inhibition mostly above about 51%, no sharp cut-off; inconclusive means no clear call, values can overlap the other calls; inactive means mostly below about 53%; further: some results filed as inactive read as strong as hits
# NTR1 ag: NTR1-driven beta-arrestin-GFP spot formation – imaging, U2OS cells, high content, primary screen (AID 493036). agonist mode. activation, % at 20 µM. hit rate 0.17% among 330,000;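 active means activation at or above 40% of the spot to cytoplasm intensity ratio, with at least 20 cells analyzed; inconclusive means wells under 20 cells, flagged as cytotoxic or low count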;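 further: 0% = DMSO without peptide and 100% = 100 nM NTR1 peptide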
# Target sequence (P30989 whole entry, looked up): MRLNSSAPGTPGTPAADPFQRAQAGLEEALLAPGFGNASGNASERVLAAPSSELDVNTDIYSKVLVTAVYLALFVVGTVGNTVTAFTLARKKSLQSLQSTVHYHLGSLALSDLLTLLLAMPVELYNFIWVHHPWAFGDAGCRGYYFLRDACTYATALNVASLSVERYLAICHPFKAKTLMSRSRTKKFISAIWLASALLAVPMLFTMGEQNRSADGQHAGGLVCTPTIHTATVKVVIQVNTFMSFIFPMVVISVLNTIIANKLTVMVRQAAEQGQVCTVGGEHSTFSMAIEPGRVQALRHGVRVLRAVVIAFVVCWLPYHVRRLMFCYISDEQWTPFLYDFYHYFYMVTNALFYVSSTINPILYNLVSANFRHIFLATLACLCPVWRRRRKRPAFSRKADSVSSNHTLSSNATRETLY
# NS5 inhibitors: flavivirus cap methylation enzyme inhibition – biochemical, confirmation dose response, primary screen (AID 588689); inhibition, % at 25 µM, or IC50 in µM where a hit was titrated; hit rate 0.3% among 340,000; Dengue-2 NS5 methyltransferase capping enzyme assay, biochemical; higher % means a stronger effect; in the data active means a potency from the dose series; inconclusive means inhibition above about 29% without an active follow-up result
# Yfh1-off respiration: enhancers of respiration in Yfh1-depleted yeast, dose response, Friedreich's ataxia, plus single-dose screen (AID 1465); hit rate 0.074% among 220,000; S. cerevisiae Yfh1-off respiration, WST-1 reduction, 72 h; higher fold induction means a stronger effect; fold induction at 50 µM; hits with a dose series show EC50 in µM;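 active means fold induction of absorbance versus untreated yeast above a set limit, then at least 30% activation at any dose in follow-up; inconclusive means repeats straddling the limit, or above it without dose testing; inactive means fold induction below the set limit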;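 further: activators that raise dye reduction in frataxin-depleted yeast; strong numbers were not always called active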
# NTR1 ag cell count 20 µM: recorded beside NTR1 ag, whose call it bears; cell count; measured here: cell count, cytotoxicity flag
# NS5 inhibitors pilot replicate: recorded beside NS5 inhibitors, whose call it bears; inhibition, %; measured here: pilot screen replicate inhibition
# Numbers without * were called inactive; i = inactive; u = inconclusive; x = not tested or not shown; & = joins results of further samples.
SMILES,Rac1 GTP hydrolysis,GPR55 activation,GPR35 arrestin U2OS,Large T inhibition,GPR55 antagonists,AID2073,NTR1 ag,NTR1 ag cell count 20 µM,NS5 inhibitors,Yfh1-off respiration,others
O=S(=O)(c1ccc(Br)s1)N1CCN(c2ncccn2)CC1,-4%,0.1%,5%,14%,3%,6%,3.5,47,0%,i,
O=C(c1ccccc1Cl)N1CCC(n2cccc2)CC1,-1%,-0.2%,-10%,0%,-7%,4%,0.5,52,2%,i,
Cc1c(C#N)c(NC(=O)CCl)n(Cc2ccc(F)cc2)c1C,1%,-0.1%,-11%,1%,-6%,10%,0.3,41,-19%,i,
COc1ccc(Cc2nnc(NC(=O)CSc3ccccc3)s2)cc1,0%,1.0%,-2%,3%,6%,-1%,4.1,45,-1%,i,
COc1ccc(OC)c(C2C(C#N)=C(N)Oc3cc(C)n(Cc4ccccn4)c(=O)c32)c1 (stereo not drawn),6%,-0.1%,14%,20%,-10%,-6%,1.4,81,4%,i,NS5 inhibitors pilot replicate=0.9
O=C(CSc1nc(-c2ccccc2Cl)ns1)Nc1ccc2c(c1)OCO2,6%,-0.2%,-4%,10%,3%,-3%,-1.6,60,-4%,i,
CCOC(=O)c1ccc(NC(=O)c2ccc(CO)c(C(=O)NC3CCN(C(=O)OCC)CC3)c2)cc1,-7%,0.2%,-9%,0%,2%,-11%,3.5,84,2%,i,
Cc1ccc(CN(C)CC(=O)Nc2cccc([N+](=O)[O-])c2)o1,-3%,-0.3%,-10%,-9%,4%,12%,-1.4,81,4%,i,
COC(=O)CCC/C=C1/SCC(NC(=O)c2ccccc2)C1=O (stereo not drawn),5%,-0.1%,-1%,20%,10%,8%,5.6,40,-8%,i,
CCOc1ccccc1OCC(=O)Nc1ccccc1C(=O)NC1CC1,5%,x,x,16%,x,x,0.2,56,4%,x,
CC1(C)CN=C(N2CCN(c3ncnc4sc5c(c34)CCCC5)CC2)S1,x,-0.2%,-5%,2%,-2%,1%,x,x,x,i,
O=c1nc(-c2ccccc2)nc(-c2ccccc2)[nH]1,11%,-0.3%,9%,13%,6%,7%,1.0,46,-2%,i,
O=C(NC(=S)Nc1ccc(Cl)cn1)C(c1ccccc1)c1ccccc1,12%,-0.1%,-4%,8%,17%,8%,9.8,47,-5%,i,
CC1=CC(=NOC(=O)c2cccc([N+](=O)[O-])c2)C=C(C)C1=O,8%,-0.1%,2%,24%,7%,-24%,-1.4,51,-28%,i,
Cc1c(Cl)cc(-n2cnnn2)cc1[N+](=O)[O-],-1%,-0.3%,-6%,-3%,10%,9%,-0.6,51,-15%,i,
COc1ccc2c(c1)-c1nc(/N=C/c3ccccc3O)sc1CC2,20µM*,0.0%,10%,u,4%,-3%,1.2,49,30%,i,
CC1=Nc2ccc(C)cc2N(Cc2ccccc2)C(=O)C1,5%,-0.1%,20%,2%,1%,0%,-1.4,87,-4%,i,
O=C(C(F)C(F)(F)F)N1CCN(c2ccccc2)CC1 (stereo not drawn),9%,0.3%,10%,-4%,-2%,-13%,1.3,53,2%,i,
CN(CC(=O)Nc1ccccc1Cl)C(=O)c1ccccc1SCC(=O)N1CCCC1,5%,x,x,10%,x,x,2.1,65,-4%,x,
CCCOc1ccc(/C(CC)=N/NC(=O)C2(C)CC2(Br)Br)cc1 (stereo not drawn),5%,-0.4%,-2%,-1%,15%,7%,42*,68*,-10%,i,
COc1ccc2c(c1)c(=O)c(Br)c(C)n2Cc1ccccc1,13%,-0.2%,1%,9%,-2%,0%,8.4,45,-10%,i,
Cc1ccc(NC(=O)CCc2ccc(S(=O)(=O)N3CCOCC3)cc2)c(C)c1,-3%,-0.1%,4%,17%,14%,2%,-1.3,75,-3%,i,NS5 inhibitors pilot replicate=-2.3
CCN1C(=O)N[C@@H](c2ccco2)C(C(C)=O)=C1C,2%,x,x,1%,x,x,1.0,94,-1%,i,
COc1ccc(OC)c(/C=C/C(=O)OCC(=O)c2c(N)n(C)c(=O)n(C)c2=O)c1,4%,-0.1%,-12%,3%,14%,27%,0.3,74,-5%,i,
Cc1ccc(S(=O)(=O)NCC(=O)OCC(=O)NCc2cccs2)cc1,1%,x,x,12%,x,x,1.5,48,-5%,x,
O=C(c1cc([N+](=O)[O-])ccc1Cl)N1CCN(c2ccccn2)CC1,5%,0.2%,-16%,17%,-2%,-3%,-1.0,98,5%,i,
CN(C)CCN(C(=O)c1cccc(Cl)c1)c1nc2c(Cl)cccc2s1,8%,0.2%,8%,2%,0%,2%,1.0,86,-8%,i,
COc1cccc(C(=O)NNC(=O)c2ccc3ccccc3c2O)c1,28%,x,x,11%,x,x,-0.3,39,7%,x,
CC(C)OC(=O)c1cccc(C(=O)Nc2cccc(NC(=O)c3cccc(C(=O)OC(C)C)n3)n2)n1,6%,0.7%,-15%,8%,15%,18%,5.1,93,5%,i,
CCOC(=O)c1sc(N(Cc2ccccc2)C(=O)CCl)nc1C,10%,5.6%,20%,3%,7%,-53%,3.1,60,1%,x,
Cc1c(Cl)cccc1NC(=S)NCCN1CCOCC1,7%,0.4%,-4%,10%,7%,-9%,0.6,61,-5%,i,
CC(=O)N(/N=C1\Sc2ccccc2C1=O)c1ccccc1,3%,-0.1%,32%,3%,7%,-1%,x,x,-7%,i,
N#C/C(=C/c1cccc([N+](=O)[O-])c1)C(=O)Nc1ccccc1O,-2%,3.4%,4%,31%,-1%,5%,3.4,59,6%,i,
CCOc1ccc(S(=O)(=O)NCCC(=O)NCCCSc2ccccc2)cc1,9%,x,x,8%,x,x,1.1,65,-10%,x,
Clc1cccc(-c2nn3c(-c4ccncc4)nnc3s2)c1,x,-0.3%,-12%,x,13%,2%,x,x,x,x,
O=C(O)c1ccc(O)c(O)c1,-11%,-0.1%,1%,9%,8%,11%,-1.8,90,-4%,i,
CCN(Cc1ccc(O)cc1)CC1CCCN(CCc2cccc(F)c2)C1 (stereo not drawn),8%,-0.1%,-15%,3%,-11%,10%,-0.8,55,-10%,x,
CC(C#Cc1ccc2c(c1)COc1c3ccccc3nn1-2)OC(C)(C)C (stereo not drawn),7%,x,x,3%,x,x,-4.1,78,-2%,x,
CC(C)(CN1CCCC1)NS(=O)(=O)c1ccccc1,10%,-0.1%,-7%,4%,9%,-9%,-0.6,95,-7%,x,
CCn1c(-c2nonc2NC(=O)c2ccccc2)nc2ccccc21,6%,-0.1%,-1%,7%,8%,23%,32,57,2%,i,
CCCCN(CCCC)C(=O)c1cc2ccccc2c(=O)o1,5%,0.3%,13%,4%,-1%,-13%,1.5,51,2%,i,
Cc1ccc(CC(=O)OCC(=O)NC2CCCC(C)C2C)cc1C (stereo not drawn),4%,0.2%,-4%,-4%,-3%,20%,-1.5,80,0%,i,
CCOc1ccc(NS(=O)(=O)c2c(C)nc3sccn3c2=O)cc1,2%,0.0%,-21%,16%,5%,12%,1.9,94,2%,x,
O=C(COC(=O)c1ccc2c(c1)C(=O)N(c1cccc3ncccc13)C2=O)c1ccc(Cl)cc1,3%,-0.2%,0%,9%,16%,35%,3.0,53,-5%,i,
O=C(CCCCn1c(=O)c2ccccc2n(Cc2ccc(F)cc2Cl)c1=O)NCc1ccco1,10%,-0.1%,8%,-1%,12%,0%,7.5,54,-1%,i,
CC(C)OCCCNC(=O)c1c(N)n(/N=C/c2ccccn2)c2nc3ccccc3nc12,5%,-0.2%,0%,3%,7%,10%,14,69,1%,i,
Cc1ccc(C)c(NC(=O)CCc2c(C)nn(-c3ccc(N4CCCCC4)nn3)c2C)c1,11%,0.1%,10%,6%,11%,9%,0.0,54,5%,x,
COc1ccc(-c2nn(-c3ccccc3)cc2C(=O)Nc2nccs2)cc1OC,10%,-0.4%,-10%,4%,1%,37%,2.3,46,-2%,i,
Cc1ccc(NC(=O)CN2CCCCCC2)c(Br)c1,4%,-0.1%,1%,20%,6%,-3%,x,x,-5%,i,
FC(F)(F)c1cc(N2CCOCC2)nc(-c2ccccc2)n1,6%,0.5%,0%,0%,12%,-3%,6.6,32,-4%,i,
COc1ccc(N(CC(=O)NCc2ccco2)S(=O)(=O)c2c(C)nn(C)c2C)cc1,12%,-0.1%,-10%,4%&5%,1%,-6%,0.3,70,-1%,i,
COCCn1c(C)cc(C(=O)CSc2ccc(NC(C)=O)cc2)c1C,5%,-0.1%,-2%,-1%,14%,-12%,1.9,68,-2%,i,
Cn1c(Oc2ccccc2NCc2cccc(Br)c2)cc(=O)n(C)c1=O,5%,0.3%,-2%,11%,17%,-3%,-1.3,63,-3%,i,
COc1ccc(Br)cc1-c1noc(-c2ccncc2)n1,1%,-0.1%,-4%,-1%,-12%,-2%,-1.4,58,-4%,i,
O=C(NCc1ccco1)C1CCN(S(=O)(=O)c2ccc(-n3cnnn3)cc2)CC1,-6%,0.3%,-8%,3%,-3%,4%,2.3,47,-5%,i,
Cc1ccc2oc(-c3ccc(NC(=O)c4ccncc4)cc3O)nc2c1,6%,-0.2%,16%,18%,-1%,36%,25,59,14%,i,
CCOC(=O)c1c(C)[nH]c(C)c1S(=O)(=O)N1c2ccccc2CC1C (stereo not drawn),-9%,1.1%,-9%,12%,-6%,4%,2.3,40,-10%,x,
CC(C)(C)c1nnc(NC(=O)CN2C(=O)C3C4C=CC(C4)C3C2=O)s1 (stereo not drawn),9%,-0.3%,13%,63%,16%,13%,-0.7,94,-8%,i,
CCCn1nnc(NC(=O)c2ccc(OCC)c(Cl)c2)n1,12%,-0.1%,9%,-1%,9%,2%,0.9,49,0%,i,
CCCOP(=O)(c1ccc(N(C)C)cc1)C(O)c1cc(OC)ccc1OC (stereo not drawn),8%,-0.1%,-5%,3%,-6%,15%,-0.7,64,-5%,x,
O=C(Cc1ccc(Cl)cc1Cl)OCC(=O)c1ccc[nH]1,12%,-0.1%,-10%,-1%,9%,2%,-0.2,101,-4%,i,
